Source: PubChem (National Center for Advancing Translational Sciences (NCATS))
GoLoco inh red = inhibitors of human Gai1-RGS12 GoLoco interaction (red fluorophore); P63096; Gai1:RGS12 GoLoco peptide FP, rhodamine, 10 min; Potency, µM (titrated, usually from 61.6 µM), without a hit: top-dose activity, negative = inhibition, usual class: inhibitors; 230,000 compounds, 0.44% hits; AID 880; active means well fitted inhibition curve with a large enough effect, not every such curve was filed as active; inactive means no such curve, though single readings can be large or run the other way; further: on the % scale 0 is the no-effect control and ±100 the full control effect; nearly all actives have a fitted effect of over 30% in size; many of its hits are not listed in these tables
Target sequence (P63096 whole entry, looked up): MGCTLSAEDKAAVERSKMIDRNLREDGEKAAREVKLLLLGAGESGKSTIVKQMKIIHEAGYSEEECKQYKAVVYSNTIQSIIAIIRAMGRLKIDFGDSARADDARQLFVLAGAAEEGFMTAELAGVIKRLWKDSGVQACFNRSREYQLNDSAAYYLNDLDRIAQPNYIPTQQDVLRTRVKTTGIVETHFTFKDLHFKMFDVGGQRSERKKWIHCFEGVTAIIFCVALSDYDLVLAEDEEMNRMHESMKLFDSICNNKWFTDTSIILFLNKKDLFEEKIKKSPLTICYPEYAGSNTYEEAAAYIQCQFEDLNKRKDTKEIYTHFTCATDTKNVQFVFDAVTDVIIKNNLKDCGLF
GAA spleen mod = inhibits or activates alpha-glucosidase in human spleen homogenate | P10253 | human spleen homogenate, 4-MU-alpha-glucoside fluorescence | Potency, µM (highest dose often 79.9 µM), without a hit: at the top dose activity change, negative = inhibition, hits mostly inhibitors | 240,000 compounds, 0.006% hits | AID 2112;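 further: 0% = enzyme with vehicle and -100% = no enzyme basal signal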
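Human spleen homogenate (1 ug) with 4-methylumbelliferyl-alpha-D-glucopyranoside (1 mM final) in 50 mM citrate/phosphate pH 5.0, 0.01% Tween-20; 40 min at 37 C. Stopped at pH 10; 4-MU fluorescence Ex 365/Em 440 nm; AC50 by Hill fit.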
IMPase Li cell = cell-permeable IMPase inhibitors with lithium potentiation | 210,000 compounds, 0.35% hits | CHO-M1 cells, IP1 TR-FRET (IP-One), carbachol + lithium | Potency, µM (titrated, usually from 59.4 µM), inactives show at the top dose activity, negative = IMPase inhibition, usual class: inhibitors | AID 1457;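 further: IP1 builds up when IMPase is blocked and the TR-FRET signal falls; plate controls were basal vehicle for no effect and high inhibitor control for full effect; nearly all actives have a fitted effect of over 50% in size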
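Lithium-sensitised IP1 accumulation assay; M1-expressing CHO cells treated 30 min at 37C with compound. Competitive antibody detection by time-resolved FRET followed a 10 min room-temperature lysis step.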
HttQ103 aggreg = mutant huntingtin aggregation inhibition; Potency, µM (highest dose often 46.1 µM), without a hit: top-dose activity change, negative = inhibition, usual class: inhibitors; 220,000 compounds, 1.1% hits; AID 1688; PC12 HttQ103-GFP aggregates, Acumen cytometry, 40 h; further: on the % scale 0 is the no-effect control and ±100 the full control effect; nearly all actives have a fitted effect of over 60% in size
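Ecdysone-promoter PC12 model expressing HTT exon 1 Q103 fused to GFP, induced by tebufenozide at 100 nM final. Compounds titrated; aggregates sized 1–25 µm scored on a 488 nm laser cytometer.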
HTT ATP protect = protects HTT-Q103 PC12 cells, measured by ATP. PC12 HTT-Q103 induced, cytoprotection, ATP luminescence, 40 h. Potency, µM (top dose mostly 56.4 µM), for inactives: cytoprotection (ATP increase), actives largely listed as activators. 230,000 compounds, 0.14% hits. AID 1471;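 further: % of control where 0% means no effect; nearly all actives have a fitted effect of over 45% in size; toxic huntingtin expression switched on by the ecdysone agonist tebufenozide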
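Compounds added alongside 100 nM tebufenozide, which induces toxic Q103 huntingtin exon 1-GFP in stable PC12 cells; surviving cells quantified by luminescent ATP measurement. Medium: phenol red-free DMEM, 5% equine and 5% calf serum.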
GAA inh = alpha-glucosidase (human) inhibition; P10253; 200,000 compounds, 0.005% hits; purified human GAA, 4-MU-alpha-glucoside fluorescence; AID 1466; Potency, µM (top dose mostly 76.9 µM), for inactives: top-dose activity change, negative = inhibition, actives largely listed as inhibitors;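 further: plate controls were uninhibited enzyme wells for no effect and no-enzyme background for full effect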
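Compounds are titrated up to 77 uM against 4 nM human enzyme. Substrate 4-methylumbelliferyl-alpha-D-pyranoside (400 uM) reacts 20 min at room temperature in pH 5.0 buffer; liberated 4-methylumbelliferone is read at 440 nm.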
GAA glycogen = inhibitors or activators of human alpha-glucosidase glycogen cleavage; P10253; recombinant GAA, glycogen substrate, Amplex Red glucose oxidase fluorescence; Potency, µM (doses to about 76.4 µM), for inactives: at the highest dose activity change, negative = inhibition, actives largely listed as inhibitors; 300,000 compounds, 0.38% hits;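 further: 0% = full enzyme reaction and -100% = no-enzyme basal signal; the screen sought inhibitors and activators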
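Recombinant enzyme (4 nM final) with compounds titrated up to 77 uM and bovine liver glycogen (30 ug) in citrate pH 5.0, 0.01% Tween-20, 37 C 40 min. Released glucose detected by Amplex Red/glucose oxidase (Ex 573/Em 610); AC50 from Hill fits.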
* hit, by the source's call; u = inconclusive; x = not tested or not shown; & = joins results of further samples; [ ] = remark or other dose. Unless noted, the call rests on the fitted dose curve; in most records, active means well fitted curve in the direction sought with a large enough effect; inconclusive means small, poorly fitted or top-dose-only effect, or another doubt; inactive means no such curve, though single readings can be large; an effect the other way counts as inactive or inconclusive. Potency means the concentration at half of the fitted maximal effect.

1	COc1cc(C(=O)Nc2cccc(S(=O)(=O)N3CCCC3)c2)cc(OC)c1C
2	COc1cccc(OCCSc2nc3ccccc3c(=O)[nH]2)c1
3	COC(C[C@H]1O[C@H]1[C@H](O)COCc1ccccc1)OC
4	Cc1cc(O)c(C(C[N+](=O)[O-])c2ccc(Cl)cc2Cl)c(=O)o1 (centres undefined)
5	Cc1nnc2sc(-c3ccccn3)nn12
6	CCCCN(C)CCC(=O)Nc1ccc2c(c1)CCC2
7	COc1cc(NC(=S)NC(=O)CC(C)C)ccc1NC(=O)c1cc2ccccc2o1
8	Nn1c(-c2ccccc2)nc2ccccc2c1=O
9	CCOC(=O)C1(CCOC)CCN(Cc2cnc(-c3cccc(C)c3)nc2)CC1
10	COc1ccc(N(CC(=O)NCc2cccnc2)S(=O)(=O)c2c(C)nn(C)c2C)cc1
Assay by compound,1,2,3,4,5,6,7,8,9,10
GoLoco inh red,-3%,12%,3%,26%,6%,7%,9%,10%,-2%,6%
GAA spleen mod,5%,2%,1%,-2%,-6%,-18%,4%,5%,2%,3%
IMPase Li cell,x,16%,x,-1%[38.3 µM],20%[38.3 µM],9%,-15%,1%,3%,6%[38.3 µM]
HttQ103 aggreg,-3%[9.22 µM],-12%,-44%[9.22 µM],u,10%,-24%[9.22 µM],-17%,10%[9.22 µM],3%[9.22 µM],-9%
HTT ATP protect,-10%[10 µM],-8%,-5%[10 µM],u,-7%[0.074 µM],11%[10 µM],-14%[10 µM],11%[10 µM],8%[10 µM],1%
GAA inh,x,0%,x,0%,0%,0%,u,6%,x,-1%[15.4 µM]
GAA glycogen,-4%,4%,1%,-9%,1%,-6%,1%,-1%,6%,8%

11	Cc1nn(Cc2ccc(C(=O)Nc3nccs3)cc2)c(C)c1Cl
12	Cc1noc(NC(=O)c2cccc(Cl)c2Cl)c1C#N
13	Cc1ccc(-c2nc(C)sc2CC(=O)OCC(=O)Nc2cccc([N+](=O)[O-])c2)cc1
14	Cn1c(=O)c2c(nc(SCC(=O)N3CCc4ccccc4C3)n2C)n(C)c1=O
15	NC(=O)COc1ccc2oc(-c3ccccc3)cc(=O)c2c1
16	Cc1ccc2nsnc2c1N(S(C)(=O)=O)S(C)(=O)=O
17	CCOC(=O)C(C(=O)OCC)N(C#N)c1nc(SC)nc(N(C)C)n1
18	OC(CNCC1CCCO1)Cn1c2ccccc2c2ccccc21 (centres undefined)
19	CCN(CC)c1ccc(NC(=O)c2ccco2)cc1
20	Cc1ccc2nc(-c3cccnc3)c(Nc3ccccc3C)n2c1
Assay by compound,11,12,13,14,15,16,17,18,19,20
GoLoco inh red,6%,7%,-7%,0%,7%,-4%,-3%,7%,-34%,4%
GAA spleen mod,3%,6%,-11%,8%,5%,-2%,0%,0%,0%,0%
IMPase Li cell,-9%[38.3 µM],-4%,2%,0%[38.3 µM],-1%,15%[38.3 µM],15%[38.3 µM],-11%[38.3 µM],-6%[38.3 µM],2%
HttQ103 aggreg,-30%,7%[9.22 µM],7%,13%,-14%,-9%,27%,5%,-8%,15%
HTT ATP protect,-15%[0.074 µM],-37%[inhibitor][1.9 µM],12%[1.9 µM],1%[10 µM],-125%[inhibitor],3%,-7%,-16%[10 µM],-70%[inhibitor],-46%[inhibitor]
GAA inh,-10%,u,u,-11%,0%,-2%,1%,-4%,-13%,1%
GAA glycogen,-2%,21%,-11%,-6%,3%,6%,0%,-4%,-4%,u

(more compounds)
Results follow in this order: GoLoco inh red, GAA spleen mod, IMPase Li cell, HttQ103 aggreg, HTT ATP protect, GAA inh, GAA glycogen
[21] COCCNC(=O)/C(C#N)=C/c1cccc(/C=C(\C#N)C(=O)NCCOC)c1
  -4%, -9%, 16%, 12%, x, -7%, 0%
[22] COc1cc(C(=O)Nc2nc3ccccc3[nH]2)ccc1OC(F)F
  5%, -4%, x, -17%[9.22 µM], -12%[10 µM], 1%, -8%
[23] COc1cccc(-c2nnc(NC(=O)c3cccs3)s2)c1
  7%, -4%, 0%, -4%, 3%[10 µM], 10%, -1%
[24] CC(C)(C)n1nc2c(c1NC(=O)Cc1cccs1)CSC2
  1%, 6%, 7%[38.3 µM], 10%, -8%, 0%, 3%
[25] N/C(=N\OC(=O)c1ccc2c(c1)OCO2)c1cccnc1
  6%, 5%, 1%, 4%[9.22 µM], 35%[10 µM], 7%, -7%
[26] O=C(c1ccc(Br)o1)N1CCN(c2ccc(F)cc2)CC1
  -1%, -1%, -2%[38.3 µM], 11%, -4%, -3%, -5%
[27] Cc1cc(C)n2cc(CSc3ncccc3C(=O)O)nc2n1
  10%, 3%, -6%[38.3 µM], -7%, 5%, 7%, 4%
[28] Cc1ccc2nc(SCC(=O)Nc3cccc([N+](=O)[O-])c3)[nH]c2c1
  10%, -1%, 1%[38.3 µM], -4%, -18%, 8%, 5%
[29] Cc1cc(NC(=O)C2C3C(=O)N(CCC(C)C)C(C(=O)NCc4ccccc4)C34C=CC2(C)O4)no1 (centres undefined)
  0%, -6%, -11%, 17%, -7%[10 µM], 0%, -2%
[30] Cc1ccc2nc(Nc3nc(C)cc(C(F)(F)F)n3)nc(C)c2c1
  5%, -1%, 12%[38.3 µM], 3%, -17%, 12%, 3%
[31] COc1cc(CCNc2ccc3nnc(-c4ccccc4)n3n2)cc(OC)c1OC
  -12%, -11%, -9%, u, x, -10%, -7%
[32] Cc1nc([N+](=O)[O-])c(Br)n1CC(=O)c1ccc(F)cc1
  1%, -1%, 4%, 28µM*, -248%[inhibitor], -2%, -2%
[33] Cc1cc(C)n2nc(SCC(=O)N(C)Cc3ccccc3)nc2n1
  -3%, -9%, 21%[38.3 µM], -15%, -4%, -4%, -1%
[34] NS(=O)(=O)c1ccc(Nc2nc(-c3cccc([N+](=O)[O-])c3)cs2)cc1
  -3%, 2%, 19%, 22%, -14%[10 µM], -7%, -7%
[35] O=C(O)Cc1cccc2ccccc12
  0%&4%, 3%, 7%, 21%, 8%&-4%, x, x

The final 3 compounds of the part above lead into the next.
Results follow in this order: GoLoco inh red, GAA spleen mod, IMPase Li cell, HttQ103 aggreg, HTT ATP protect, GAA inh, GAA glycogen
[33] Cc1cc(C)n2nc(SCC(=O)N(C)Cc3ccccc3)nc2n1
  -3%, -9%, 21%[38.3 µM], -15%, -4%, -4%, -1%
[34] NS(=O)(=O)c1ccc(Nc2nc(-c3cccc([N+](=O)[O-])c3)cs2)cc1
  -3%, 2%, 19%, 22%, -14%[10 µM], -7%, -7%
[35] O=C(O)Cc1cccc2ccccc12
  0%&4%, 3%, 7%, 21%, 8%&-4%, x, x
[36] Nc1ccccc1N=Cc1ccc(-c2cccc(Cl)c2)o1
  41%[activator], x, 19%, u, -79%[inhibitor], u, 7%
[37] S=C(NCc1ccco1)Nc1cc(Cl)c(Cl)cc1Cl
  10%, 2%, 1%, -7%, 4%[10 µM], 2%, -13%
[38] O=C1CC[C@@H](C(=O)O)N1
  -3%, x, x, 16%, 1%, x, x
[39] Cc1ccc(CN(c2ccc(C(=O)N3CCCC3)cc2)S(C)(=O)=O)cc1
  5%, -6%, 0%[38.3 µM], -15%, 6%, -11%, 2%
[40] CCCC[C@@H]1C[C@H]1C(NC(=O)c1ccccc1)c1ccccc1 (some centres undefined)
  5%, 6%, 14%, x, -6%, x, x
[41] CCOC(=O)CSc1nc(C2CC2)cc(-c2ccc(Cl)cc2)c1C#N
  11%, -2%, 23%, -3%, 33%[10 µM], -13%, 7%
[42] CN(C)c1ccc(C2N3CC4(C)CN2CC(C)(C3)C4O)cc1 (centres undefined)
  -2%, -4%, 10%[38.3 µM], -15%, -18%, -19%, 17%
[43] Cc1cccc(N2C(=O)CC(N3CCN(c4cccc(C(F)(F)F)c4)CC3)C2=O)c1 (centres undefined)
  -15%, -1%, 27%[38.3 µM], -10%, -4%, -12%, 0%
[44] COCCN(C(=O)c1ccco1)C(C(=O)NC1CCCC1)c1cccs1 (centres undefined)
  38%[activator], -4%, 2%, 9%, -5%[10 µM], 2%, 6%
[45] CCCc1c(C)[nH]c2ccc(NC(C)=O)cc2c1=O
  0%, -21%, 10%[38.3 µM], 5%, -12%, 1%, u
[46] Cc1cc(NC(=O)COC(=O)C2CCN(C(=O)c3ccc(Cl)cc3)CC2)no1
  9%, -1%, -3%[38.3 µM], -12%, u, 1%, 4%
[47] Cc1ccccc1NC(=O)C(=O)NCCCN1CCOCC1
  -2%, -6%, -2%, 2%, -23%, 3%, 5%
[48] O=C(N/N=C/c1cc([N+](=O)[O-])ccc1O)C1CCCCC1
  -12%, 1%, -5%, 10µM*, -21%[10 µM], -19%, 9%
[49] COc1ccc2nc(NC(=O)CSC3=NCCS3)sc2c1
  13%, 2%, 4%[38.3 µM], -14%, -30%[10 µM], -6%, -16%
[50] Cc1csc(NC(=O)c2cc3c(s2)CCC3)n1
  5%, 2%, -2%[38.3 µM], -5%, -79%[inhibitor][10 µM], -5%, 14%
[51] O=c1c(O)c(-c2ccc(O)c(O)c2)oc2c(OC3OC(CO)C(O)C(O)C3O)c(O)cc(O)c12 (centres undefined)
  -6%, -2%, 20%, x, -59%[inhibitor], x, x
[52] COc1ccc(N2CCN(CCNC(=O)CCCn3c(=O)[nH]c4cc(Cl)ccc4c3=O)CC2)cc1
  -9%, -4%, 4%, -1%, 14%[10 µM], 4%, 3%
[53] CCN(CC(O)Cn1c2ccccc2c2ccccc21)S(=O)(=O)c1ccc(C)cc1 (centres undefined)
  19%, 0%, 35%[activator][38.3 µM], u, -19%, -4%, -15%
[54] CC(C)c1ccc(CNC(=O)CSCC(=O)Nc2ccc3ccccc3c2)cc1
  x, -13%, x, 5%, -4%, -8%, 1%
[55] C/C(=N\N=c1/sc2ccccc2n1C)c1ccc(N2CCOCC2)cc1
  5%, 2%, 15%, -14%, -66%[inhibitor], -3%, 14%

Reformatted as a markdown table: entries from further up
| nr | SMILES | GoLoco inh red | GAA spleen mod | IMPase Li cell | HttQ103 aggreg | HTT ATP protect | GAA inh | GAA glycogen |
| --- | --- | --- | --- | --- | --- | --- | --- | --- |
| 53 | CCN(CC(O)Cn1c2ccccc2c2ccccc21)S(=O)(=O)c1ccc(C)cc1 (centres undefined) | 19% | 0% | 35%[activator][38.3 µM] | u | -19% | -4% | -15% |
| 54 | CC(C)c1ccc(CNC(=O)CSCC(=O)Nc2ccc3ccccc3c2)cc1 | x | -13% | x | 5% | -4% | -8% | 1% |

Some of the compounds tested. The share of hits here may be higher or lower than overall.
